NCI-60 one-dose screen, 48 h, at 10 µM unless noted. Numbers give growth in % (100 = growth as untreated, 0 = no growth, -100 = all killed).
LOX IMVI: LOX IMVI melanoma; AID 1794757; actives 7.4% (n = 79,000)
MALME-3M: MALME-3M melanoma | actives 5.8% (n = 78,000) | AID 1794766
MDA-MB-435: MDA-MB-435 melanoma | actives 7.8% (n = 82,000) | AID 1794794
UACC-257: UACC-257 melanoma; AID 1794764; actives 4.4% (n = 78,000)
SK-MEL-5: SK-MEL-5 melanoma; AID 1794755; actives 6.4% (n = 80,000)
SK-MEL-2: SK-MEL-2 melanoma | actives 4.7% (n = 77,000) | AID 1794763
SK-MEL-28: SK-MEL-28 melanoma; actives 4.1% (n = 81,000); AID 1794761
UACC-62: UACC-62 melanoma. actives 5.4% (n = 81,000). AID 1794756
An asterisk follows results filed as active; / = no result given; & = joins results of further samples; [ ] = dose if it differs, or a comment. Rule for the calls: active = growth percent below 10; inactive = the rest.

SMILES	LOX IMVI	MALME-3M	MDA-MB-435	UACC-257	SK-MEL-5	SK-MEL-2	SK-MEL-28	UACC-62
COC1(OC)C2(Cl)C=C(c3ccccc3)C1(Cl)C(Cl)=C2Cl (configuration not stated)	90	98	96	90	104	87	102	97
Cc1ccccc1NC(=O)C(=O)C(C(=O)c1ccccc1F)C1OC(=O)c2ccccc21 (configuration not stated)	82	62	98	73	89	86	101	73
Cc1ccc(/C=C(\C#N)n2nnc3cc(Cl)c(Cl)cc32)cc1	-13*	44	-47*	50	14	26	41	26
CC1CC2(C)N(CCc3cncn32)C1=O (configuration not stated)	103	106	104	96	102	104	110	96
CCCCCC1O[C@@H]2CC[C@H]1NC(N)=N2 (some centres not stated)	98	85	97	95	97	109	107	98
CCOC(=O)C/C(=N\Nc1cc(=O)[nH]c2ccccc12)C(=O)OCC	98	107	102	106	104	109	109	96
COc1ccc(-c2[nH]c3ccccc3c2/C=C(\C#N)S(=O)(=O)c2ccccc2)cc1	28	74	-5.6*	73	12	76	54	23
O=C1NC(=O)C(c2ccccc2)(c2ccccc2)N1CN1C=CN(c2cc3ccccc3oc2=O)N1	92	92	105	101	88	93	111	79
COC(=O)[C@]1(C)CCC[C@@]2(C)[C@H]1CC=C1C=C(C(C)C)CC[C@@H]12	82	168	116	113	107	105	108	95
Cn1cc(/C=C2/C(=O)Nc3ccc(Cl)cc32)c2ccccc21	101	98	110	101	93	113	107	103
CC(=O)NC1C(Nc2ccc(S(=O)(=O)Nc3nccc(C)n3)cc2)OC(CO)C(O)C1O (configuration not stated)	96	98	106	123	111	112	108	99
COC(=O)/C=C(/C)N1CCCC1	103	/	99	105	102	116	108	104
O=C1c2ccccc2C(=O)c2sc(Nc3ccc(Cl)cc3)nc21	-86*	-80*	-88*	-16*	13	36	-9.3*	18
O=C1CC(=O)c2ccccc21	92&93	106&89	106&109	97	101&113	103&116	122&127	94
CCCCCCC(=O)/C=C/c1ccc(OC)c(OC)c1	94	119	111	89	99	110	103	96
CCn1cc(C(=O)N/N=C/c2cccs2)c(=O)c2cc(F)c(N3CCNC(C)C3)c(F)c21 (configuration not stated)	-84*	-37*	92	108	70	103	90	97
COc1ccc(Cc2ccc(N(C)C)c(Cl)c2)cc1	103	91	38	88	106	95	111	91
NCCCNc1nc2ccccc2c2c(=O)c3cc(OC(F)(F)F)ccc3sc12	-97*	81	-79*	104	60	89	85	89
COc1ccc(C(=O)Nc2ncc(Cc3ccc(F)cc3)s2)cc1	20	60	2.5*	56	-4.8*	31	49	30
C=CC(=O)Nc1ccccc1	105	109	102	99	102	106	102	108
CN(C)CCCN(Cc1ccccc1O)C(=S)Nc1ccccc1	105	120	117	121	99	109	113	104
CC(=O)O[C@H]1C(=O)[C@@]2(C)[C@H]([C@H](OC(=O)c3ccccc3)[C@]3(O)C[C@H](OC(=O)[C@H](O)[C@@H](NC(=O)c4ccccc4)c4ccccc4)C(C)=C1C3(C)C)[C@]1(OC(C)=O)CO[C@@H]1C[C@@H]2O	42&35	63&52	-15*	65&27	13&35	32&26	76	43&42
CC1=C(C#N)C2=Nc3cccc4cccc(c34)N2C(=O)C1	94	102	98	89	88	83	84	68
O=C(COc1ccc(Cl)cc1Cl)NCc1ccccc1	/	100	102	110	97	107	103	90
CCCCNc1nnc(-c2cc(-c3cc4ccccc4o3)nn2-c2ccccc2)o1	82	93	101	/	72	91	108	77

Continued, overlapping the part above by two compounds.
SMILES	LOX IMVI	MALME-3M	MDA-MB-435	UACC-257	SK-MEL-5	SK-MEL-2	SK-MEL-28	UACC-62
O=C(COc1ccc(Cl)cc1Cl)NCc1ccccc1	/	100	102	110	97	107	103	90
CCCCNc1nnc(-c2cc(-c3cc4ccccc4o3)nn2-c2ccccc2)o1	82	93	101	/	72	91	108	77
C=C(CN)[C@@H]1CC[C@]2(CO)CC[C@]3(C)[C@H](CC[C@@H]4[C@@]5(C)CCCNC(C)(C)[C@@H]5CC[C@]43C)[C@@H]12	80	85	77	94	90	109	94	95
CCc1c([N+](=O)[O-])cc2c(c1[N+](=O)[O-])C(C)(C)CCC2(C)C	101	98	111	123	105	98	89	113
CCNc1nc(Cl)nc(-c2cn(-c3ccccc3)c3ccccc23)n1	95	105	105	93	102	175	110	95
O=C(O)c1ccc(C(=O)O)c(C(=O)c2ccc(NC(=O)c3ccccc3)cc2)c1	102	/	106	98	107	120	106	109
Cn1cc(-c2cc3ncnc(Nc4ccc(CC(=O)Nc5ccc(F)c(Cl)c5)cc4)c3s2)cn1	64	76	78	81	84	84	84	95
COc1ccc(/C(C#N)=C2C=C/C(=N/O)c3ccccc3\2)cc1	9.3*	51	-57*	/	-29*	/	46	6.7*
CC1(C)CC2C3=CCC4[C@@]5(C)CC/C(=N\O)C(C)(C)C5CC[C@@]4(C)[C@]3(C)CC[C@@]2(C(=O)O)[C@H](O)C1 (some centres not stated)	93	90	75	97	91	99	54	89
O=C(CSc1nc2ccc([N+](=O)[O-])cc2[nH]1)Nc1ccc(F)c(Cl)c1	24	-5.7*	15	11	-11*	-7.7*	22	5.9*
C[S+](C)CCCN	106	113	102	117	99	107	107	107
CCCCCCNC(=O)Oc1ccc(/C(=C(/C)Cc2ccc(OC)cc2)c2ccc(OCCN3CCCCCC3)cc2)cc1	100	100	95	97	92	99	96	97
O=C(/C=C/c1ccccc1)c1cccc(OCCCCOc2cccc(C(=O)/C=C/c3ccccc3)c2)c1	96[4.75 µM]	104[4.75 µM]	99[4.75 µM]	107[4.75 µM]	95[4.75 µM]	108[4.75 µM]	111[4.75 µM]	83[4.75 µM]
CCCC(=O)NC(C)C(=O)Nc1ccccc1C(=O)OCC (configuration not stated)	102	151	104	113	104	121	106	109
COC(=O)c1cccc(I)c1	100	93	107	95	100	112	/	94
O=C1NC(=O)C(c2ccco2)N1 (configuration not stated)	107	105	107	87	/	97	114	98
CCN(CC)S(=O)(=O)c1ccc2[nH]c(=O)cc(C(=O)Nc3ccc(OC)cc3OC)c2c1	106	118	108	/	111	89	123	103
O=C(c1ccc(F)cc1)C1CCN(CCCn2c(=O)[nH]c3ccccc32)CC1	91	73	103	85	100	93	105	105
Cc1oc(-c2ccccc2)nc1CNC1CCCCCC1	83	84	99	96	70	103	98	99
O=C(c1ccccc1)c1ccc2nc(-c3ccco3)c(-c3ccco3)nc2c1	92	118	102	107	91	110	123	94
OC1OCC(COc2ccc(Cl)cc2)OC1O (configuration not stated)	94	101	109	91	101	120	106	89
CSc1nc2nc3c(nc2c(=O)n1C)C(=O)c1ccccc1C3=O	-71*	-93*	-84*	/	-96*	-65*	-61*	-68*
CN1CCC(=O)/C(=C/c2c(-c3ccc(Cl)cc3)nn(-c3ccccc3)c2C(F)(F)F)C1	99	97	110	107	103	109	102	92
CCN1CCN(S(=O)(=O)c2oc(-c3ccc(Cl)cc3)nc2C#N)CC1	-89*	-54*	63	90	95	104	54	89
Cc1cc(CN(C)C)c(O)c(C(=O)O)c1	99	97	99	106	99	104	103	99
Cc1ccc(Nc2nnc(-c3c[nH]c4ccccc34)o2)c(C)c1	1.7*	39	-42*	61	6.6*	31	55	7.3*
C=C(C)[C@@H]1CC[C@]2(C(=O)NNC(=O)c3cccnc3)CC[C@]3(C)[C@H](CC[C@@H]4[C@@]5(C)CCCNC(C)(C)[C@@H]5CC[C@]43C)[C@@H]12	/	67	84	62	74	100	90	91

An excerpt from above in order of heavy-atom count, smallest number first.
SMILES	LOX IMVI	MALME-3M	MDA-MB-435	UACC-257	SK-MEL-5	SK-MEL-2	SK-MEL-28	UACC-62
C[S+](C)CCCN	106	113	102	117	99	107	107	107
COC(=O)c1cccc(I)c1	100	93	107	95	100	112	/	94
O=C1NC(=O)C(c2ccco2)N1 (configuration not stated)	107	105	107	87	/	97	114	98
Cc1cc(CN(C)C)c(O)c(C(=O)O)c1	99	97	99	106	99	104	103	99
Cc1oc(-c2ccccc2)nc1CNC1CCCCCC1	83	84	99	96	70	103	98	99
CCCC(=O)NC(C)C(=O)Nc1ccccc1C(=O)OCC (configuration not stated)	102	151	104	113	104	121	106	109
Cc1ccc(Nc2nnc(-c3c[nH]c4ccccc34)o2)c(C)c1	1.7*	39	-42*	61	6.6*	31	55	7.3*
CSc1nc2nc3c(nc2c(=O)n1C)C(=O)c1ccccc1C3=O	-71*	-93*	-84*	/	-96*	-65*	-61*	-68*
O=C(CSc1nc2ccc([N+](=O)[O-])cc2[nH]1)Nc1ccc(F)c(Cl)c1	24	-5.7*	15	11	-11*	-7.7*	22	5.9*
O=C(c1ccc(F)cc1)C1CCN(CCCn2c(=O)[nH]c3ccccc32)CC1	91	73	103	85	100	93	105	105
O=C(O)c1ccc(C(=O)O)c(C(=O)c2ccc(NC(=O)c3ccccc3)cc2)c1	102	/	106	98	107	120	106	109
CN1CCC(=O)/C(=C/c2c(-c3ccc(Cl)cc3)nn(-c3ccccc3)c2C(F)(F)F)C1	99	97	110	107	103	109	102	92
Cn1cc(-c2cc3ncnc(Nc4ccc(CC(=O)Nc5ccc(F)c(Cl)c5)cc4)c3s2)cn1	64	76	78	81	84	84	84	95
CC1(C)CC2C3=CCC4[C@@]5(C)CC/C(=N\O)C(C)(C)C5CC[C@@]4(C)[C@]3(C)CC[C@@]2(C(=O)O)[C@H](O)C1 (some centres not stated)	93	90	75	97	91	99	54	89
O=C(/C=C/c1ccccc1)c1cccc(OCCCCOc2cccc(C(=O)/C=C/c3ccccc3)c2)c1	96[4.75 µM]	104[4.75 µM]	99[4.75 µM]	107[4.75 µM]	95[4.75 µM]	108[4.75 µM]	111[4.75 µM]	83[4.75 µM]
C=C(C)[C@@H]1CC[C@]2(C(=O)NNC(=O)c3cccnc3)CC[C@]3(C)[C@H](CC[C@@H]4[C@@]5(C)CCCNC(C)(C)[C@@H]5CC[C@]43C)[C@@H]12	/	67	84	62	74	100	90	91

Next records
SMILES	LOX IMVI	MALME-3M	MDA-MB-435	UACC-257	SK-MEL-5	SK-MEL-2	SK-MEL-28	UACC-62
Cc1nn(-c2ccc(F)cc2)c2ncnc(Nc3ccc(F)c(Cl)c3)c12	91	98	100	101	100	97	105	/
O=C1C(Cl)=CC(=NCl)C=C1Cl	92	91	103	98	102	107	103	94
Cc1cc(=O)[nH]c(N/N=C\c2c(Cl)cccc2Cl)n1	107	/	97	97	106	105	103	99
CSc1nc(N)nc2c1ncn2C	93	104	102	104	100	92	109	102
OCC(I)CO	95	105	105	102	102	102	108	115
COc1cc(-c2csc(NC(=O)c3cc(-n4cnc(C)c4)cc(C(F)(F)F)c3)n2)cc(OC)c1OC	54	68	75	82	51	68	79	44
O=C1CC(c2ccccc2)=C(c2ccccc2)C1c1ccccc1 (configuration not stated)	78	134	113	93	100	94	120	95
N#Cc1c(-c2ccc(Cl)cc2)nc(SCc2ccc(F)cc2)nc1N1CCNCC1	-59*	88	69	86	62	111	99	95
CC(C)C[C@H]1C(=O)O[C@H](C(C)C)C(=O)N(C)[C@@H](C(C)C)C(=O)O[C@H](C(C)C)C(=O)N(C)[C@@H](C(C)C)C(=O)O[C@H](C(C)C)C(=O)N1C	9.6*	18	22	/	-32*	-18*	38	9.5*
COc1cccc(COc2ccc(/C=C3\C(=O)Nc4ccc(Cl)cc43)cc2)c1	100	105	110	113	99	122	102	90
CC/C(C)=C1/C(=O)Nc2cc(Cl)c(CCCl)cc21	99	108	91	100	90	/	100	86
S=C(SCc1ccc(-c2ccccc2-c2nn[nH]n2)cc1)n1cncn1	96	118	112	114	102	101	111	100
CCOC(=O)C(C(C)=O)=P(c1ccccc1)(c1ccccc1)c1ccccc1	92	102	94	88	102	95	109	107
CCCCOc1nc2ccccc2cc1C1CNC(=O)c2ccccc2N1 (configuration not stated)	27	46	-64*	57	16	16	46	33
CN(C)c1ccccc1Br	104	113	110	97	99	107	104	98
Cc1cc(NS(=O)(=O)c2ccccc2)c(OS(=O)(=O)c2ccccc2)cc1C	99	113	122	109	102	118	112	94
COc1cc(N)c2ncccc2c1Cl	104	113	111	109	96	97	121	87
COc1ccc(CSc2nc3ccc(Cl)cc3c(=O)n2Cc2ccccc2)cc1	99	106	102	112	104	106	100	98
CC(=O)/C(=C/c1ccccc1Br)C(=O)c1ccccc1	11	79	57	57	74	79	82	67
COc1ccc(CCC2CCCC2(C)C2CC2)cc1 (configuration not stated)	96	113	117	107	106	108	112	96
